Compound activity: PubChem BioAssay, several laboratories
PMK inhibit: S. pneumoniae PMK inhibition; 65,000 compounds, 0.49% hits; purified PMK, PK/LDH-coupled NADH absorbance 340 nm; inhibition, % at 10 µM;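 active = top-ranked compounds by inhibition in the single 10 µM screen, taking a fixed number of the strongest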;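 also: 0% = full reaction with DMSO carrier and 100% = background rate without enzyme reaction; no value below 0 was filed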
DPM-DC inhibit: inhibitors of Streptococcus pneumoniae diphosphomevalonate decarboxylase; calls only at 10 µM; purified DPM-DC, PK/LDH coupled NADH fluorescence; 65,000 compounds, 0.49% hits; AID 556;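 active = the 320 compounds with the highest percent inhibition in the single-dose primary screen, excluding strongly autofluorescent ones, cut at about 32% in these data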;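 also: kinetic rate of NADH fluorescence loss reporting ADP formed by the decarboxylase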
MK inhibit: inhibitors of Streptococcus pneumoniae mevalonate kinase; purified MK, PK/LDH-coupled NADH absorbance 340 nm; inhibition, % at 10 µM; 65,000 compounds, 0.48% hits; AID 555;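 active = ranked among the strongest by inhibition in the single 10 µM screen, a fixed top-ranked set picked for dose follow-up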; also: no value below 0 was filed
HPDE-C7 viability: HPDE-C7 pancreatic duct cell viability loss – fluorescence, HTS (AID 430); HPDE-C7 pancreatic duct cells viability, fluorescence; higher % means a stronger effect; cytotoxicity, % at 10 µM, or EC50 in µM where a hit was titrated; 63,000 compounds, 1.8% hits;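 also: cells exposed to compound for 48 hours before viability readout; 0% = vehicle and 100% = reference cytotoxic drug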
KRASV12 cytotoxicity: cytotoxicity in KRAS-transformed pancreatic duct cells, primary screen, cell-based, fluorescence, HTS (AID 431); 63,000 compounds, 1.7% hits; one-dose cytotoxicity, % at 10 µM; EC50 in µM for titrated hits; HPDE-C7K KRASV12 cells, Alamar Blue viability, 48 h; higher % means a stronger effect;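 active = compounds whose percent cytotoxicity in the single-dose primary screen, scaled between solvent and toxic-drug controls, exceeds 50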;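 also: 0% = DMSO solvent wells and 100% = doxorubicin-treated wells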
LYP phosphatase: LYP phosphatase inhibitors, primary screen, biochemical, DiFMUP fluorescence, recombinant catalytic domain, 10 µM (AID 606); recombinant LYP catalytic domain, DiFMUP fluorescence; higher % means a stronger effect; one-dose inhibition, % at 10 µM; IC50 in µM for titrated hits; 52,000 tested, under 10 active;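 active = IC50 under 40 µM in the dose-response test; inactive = IC50 of 40 µM or more, or never dose-tested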
TNAP inhibition: inhibition of tissue-nonspecific alkaline phosphatase – biochemical, luminescent (AID 518); 64,000 compounds, 0.09% hits; inhibition, % at 20 µM; hits with a dose series show IC50 in µM; purified TNAP enzyme, luminescent substrate readout; higher % means a stronger effect; in the data active = a potency from the dose series; inactive = the rest, 99 in 100 with inhibition below about 22%;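 also: plate controls were vehicle for no effect and reference inhibitor for full effect; many of its hits are not listed in these tables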
Bfl-1 inhibitors: Bfl-1 inhibitors, primary screen, biochemical, fluorescence polarization, FITC-Bid, mouse (AID 432); FITC-Bid BH3 peptide fluorescence polarization displacement; higher % means a stronger effect; displacement, % at 20 µM, or IC50 in µM where a hit was titrated; 64,000 compounds, 0.02% hits; in the data active = a potency from the dose series; inactive = the rest, 99 in 100 with displacement below about 15%; also: strong numbers were not always called active
HT1080 viability: cytotoxicity in HT1080 fibrosarcoma cells, cell-based, fluorescence readout (AID 620); 87,000 compounds, 0.42% hits; cytotoxicity, % at 10 µM, or EC50 in µM where a hit was titrated; HT1080 viability, fluorescence; higher % means a stronger effect;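 also: cells exposed to compound overnight then 4 h with Alamar Blue; 0% = vehicle DMSO and 100% = killing control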
PMK inhibit pilot replicates: further read-out of PMK inhibit, marked with its call; inhibition, %; measured here: pilot screen replicates
MK inhibit pilot replicates: recorded beside MK inhibit, whose call it bears; inhibition, %; measured here: pilot screen replicates
DPM-DC inhibit pilot screen %: further read-out of DPM-DC inhibit, marked with its call; inhibition, %; measured here: pilot screen trials
The depositor's hits bear a star; i = inactive; . = no result given. Rule as the data show it, unless noted: active = cytotoxicity above about 50%; inactive = the rest. The list is partial; count on the stated rates, not on these rows.

SMILES	PMK inhibit	DPM-DC inhibit	MK inhibit	HPDE-C7 viability	KRASV12 cytotoxicity	LYP phosphatase	TNAP inhibition	Bfl-1 inhibitors	HT1080 viability	others
c1cc2n(c1)-c1c(ccc3c1OCO3)CNC2c1ccc2c(c1)OCO2 (stereo not drawn)	8	i	4	29%	27%	.	5%	-2%	3%
CCc1ccccc1NC(=O)CSc1nnc([C@@H](N)Cc2c[nH]c3ccccc23)o1	8	i	10	-12%	-18%	6%	-4%	4%	-12%
Cc1cc2c(s1)NC(=O)CN=C2c1cccs1	0	i	4	-2%	-7%	-9%	16%	0%	4%
O=C(CCN1C(=O)COc2ccccc21)N1CCC2(CC1)OCCO2	17	i	0	-3%	-1%	1%	2%	-2%	-9%
Cc1ccccc1CS(=O)(=O)Cc1ccc(C(=O)N2CCC3(CC2)OCCO3)o1	16	i	1	4%	-6%	-2%	-2%	-13%	7%
CCN(CC)c1ccc(N=Cc2c(O)n(-c3ccccc3C)c(=O)[nH]c2=O)cc1	1	i	6	11%	3%	5%	9%	-12%	-8%
Cc1ccc(NC(=O)CSc2nnc([C@@H](N)Cc3c[nH]c4ccccc34)o2)c(C)c1	10	i	10	-2%	4%	11%	-2%	-1%	2%
NCC1(c2ccc3c(c2)OCCO3)CCCC1	15	i	.	-2%	0%	11%	25%	-11%	0%
O=c1c2ccccc2nc(N2CCCC2)n1-c1ccc(Cl)cc1	0	i	1	2%	-7%	4%	8%	-2%	-8%
Cc1cc([P+](=O)O)c(C)n1-c1ccc(Br)cc1	7	i	26	8%	2%	9%	9%	1%	18%
COCCOC(=O)c1c(N)n(Cc2ccccc2)c2nc3ccccc3nc12	12	.	10	-4%	8%	4%	6%	1%	-6%
COc1ccc(Br)cc1CN1CCN(CCO)CC1	2	i	0	-10%	-12%	6%	7%	-3%	2%
COc1ccc(CN2C(=O)CC(=O)NC2=O)cc1	14	i	7	35%	15%	.	14%	-4%	0%
CCCCn1c(O)c(C(C)=Nc2c(C)n(C)n(-c3ccccc3)c2=O)c(=O)[nH]c1=O	5	i	0	1%	5%	.	5%	-5%	24%
CN(C)C(=O)Nc1cccc(OC(=O)N(C)C)c1	0	i	2	-12%	-18%	2%	9%	8%	5%
CC1CN=C(NCc2ccncc2)S1 (stereo not drawn)	15	i	5	-2%	2%	3%	12%	-5%	12%
CCC(=NCCC1=CCCCC1)c1c(O)[nH]c(=O)[nH]c1=O	2	i	5	8%	22%	1%	20%	-5%	-7%
O=C(O)C1(c2ccc(Cl)cc2)CCC1	0	i	6	-24%	-10%	7%	10%	11%	3%	PMK inhibit pilot replicates=0.0;MK inhibit pilot replicates=0.0;DPM-DC inhibit pilot screen %=0.0
COCCn1cc(C(=O)N2CCC3(CC2)OCCO3)c2c3ccccc3n(C)c2c1=O	13	.	0	8%	4%	7%	6%	-5%	-7%
COc1ccc(N2CCN(C(CNC(=O)Oc3ccccc3)c3cccnc3)CC2)cc1 (stereo not drawn)	12	i	7	.	.	28%	.	.	-21%
CCCCCn1c(=O)c(C(=O)NCc2ccncc2)c(O)c2ccccc21	8	i	3	61%*	33%	-1%	13%	0%	26%
Cc1ccc2c(c1)CC1(CN2C)C(=O)NC(=O)N(c2ccccc2C)C1=O (stereo not drawn)	14	i	4	5%	9%	.	12%	4%	-9%
CC1(O)C[C@]2(C)N(O)C3CCCC[C@@H]3N2O1 (stereo partly drawn)	8	i	5	.	.	0%	8%	-8%	3%
O=C1CC(=O)N(c2cccc(Cl)c2)C(=O)N1	16	i	1	1%	9%	5%	6%	0%	11%
CC(=NCC1CCCO1)c1c(O)n(-c2ccccc2)c(=O)[nH]c1=O (stereo not drawn)	12	i	4	-14%	-16%	.	4%	-5%	3%
N#Cc1ccccc1Cn1cc(C(=O)C2CC2)c2ccccc21	4	i	0	-5%	6%	2%	14%	1%	16%	PMK inhibit pilot replicates=4.0;MK inhibit pilot replicates=0.0;DPM-DC inhibit pilot screen %=0.5
NS(=O)(=O)c1ccc(N=Cc2c(O)n(C3CCCCC3)c(=O)n(C3CCCCC3)c2=O)cc1	0	i	0	5.5µM*	5.8µM*	-2%	-1%	-4%	2%
CCOc1ccc(-n2c(O)c(C=Nc3ccc(N4CCOCC4)cc3)c(=O)[nH]c2=O)cc1	1	i	0	7%	4%	13%	4%	-2%	-4%
O=P(c1ccccc1)(c1ccccc1)N1CCCCC1	7	i	1	-3%	7%	-3%	7%	9%	-9%
COC(=O)CC1(Cc2ccccc2)C(=O)NC(=O)NC1=O	0	i	6	4%	10%	8%	16%	-6%	3%	PMK inhibit pilot replicates=1.5;MK inhibit pilot replicates=0.0;DPM-DC inhibit pilot screen %=6.5
COC(=O)N(c1ccc(OC)cc1)P1(=S)OCCC(C)O1 (stereo not drawn)	14	i	11	-5%	-1%	2%	5%	1%	2%
O=C1C2CCN(CC2)[C@@H]1Cc1ccc2ccccc2c1O	6	i	13	16%	28%	.	8%	-6%	4%
CC(=O)N1CCN(c2ccc(N=Cc3c(O)n(-c4ccc(Cl)cc4)c(=O)[nH]c3=O)cc2)CC1	9	i	5	-2%	-10%	.	1%	-6%	-10%
CCN(CC)c1ccc(N=Cc2c(O)n(-c3cc(OC)ccc3OC)c(=O)[nH]c2=O)cc1	4	i	4	34%	23%	-4%	9%	-1%	-3%
CC(=Nc1ccc2c(c1)CCC2)c1c(O)n(C2CCCCC2)c(=O)[nH]c1=O	9	i	13	2%	2%	.	5%	-17%	-18%
COC(=O)c1ccccc1OP1(=O)COc2ccccc2OC1	5	i	9	-33%	-15%	3%	8%	5%	-6%
CCOC(=O)c1c(-c2ccccc2)oc2ccc(OC(=O)N(C)C)cc12	10	.	0	20%	24%	-16%	7%	1%	-10%
CC(=O)NC1CC2CCC(C1)N2 (stereo not drawn)	19	i	7	7%	-5%	2%	11%	-8%	-4%
COc1ccc(Nc2ncc(C(=O)N3CCC4(CC3)OCCO4)c3ccccc23)cc1	10	i	0	-13%	4%	3%	7%	-4%	9%
Cc1cc(OC(=O)c2ccco2)c2c3c(c(=O)oc2c1)CCC3	19	i	2	2%	-7%	18%	10%	3%	-9%
O=C(CN1C2CCC1CC(O)(c1cccnc1)C2)Nc1ccc2c(c1)OCO2 (stereo not drawn)	11	i	3	6%	2%	10%	18%	-1%	2%	PMK inhibit pilot replicates=2.0;MK inhibit pilot replicates=1.0;DPM-DC inhibit pilot screen %=0.0
O=C(CN1CCN(CCO)CC1)Nc1ccc(Cl)cc1C(=O)c1ccccc1	2	i	1	15%	31%	5%	10%	-1%	3%
Cc1ccc(CCN2CC(C(=O)N3CCC4(CC3)OCCO4)CC2=O)cc1 (stereo not drawn)	12	i	12	-9%	-12%	.	5%	-9%	1%
O=C1NC(=O)C2(Cc3c(nc4ccccn4c3=O)N3CCCCCC32)C(=O)N1Cc1ccccc1 (stereo not drawn)	16	i	0	48%	47%	.	9%	0%	-4%
CCOC(=O)/C(CCCN(CC)CC)=N\O	10	i	2	-9%	-4%	10%	6%	-5%	-5%
O=C(Nc1ccc(OC(=O)N2CCCC2)cc1)N1CCOCC1	0	i	0	-4%	-9%	17%	8%	5%	-3%
CC(=O)c1c(C)n(CCCOC(C)C)c2ccc(O)cc12	5	i	3	0%	5%	11%	11%	-3%	1%
Cc1cc(OCc2nn[nH]n2)c2c3c(c(=O)oc2c1)CCC3	13	.	5	.	.	.	15%	-1%	-8%
COCCCn1c(N)c(C(=O)NCCC(C)C)c2nc3ccccc3nc21	9	.	6	11µM*	12µM*	7%	-4%	-8%	2%

Of the compounds above, 11 contain an NH in an aromatic ring:
SMILES	PMK inhibit	DPM-DC inhibit	MK inhibit	HPDE-C7 viability	KRASV12 cytotoxicity	LYP phosphatase	TNAP inhibition	Bfl-1 inhibitors	HT1080 viability	others
CCc1ccccc1NC(=O)CSc1nnc([C@@H](N)Cc2c[nH]c3ccccc23)o1	8	i	10	-12%	-18%	6%	-4%	4%	-12%
CCN(CC)c1ccc(N=Cc2c(O)n(-c3ccccc3C)c(=O)[nH]c2=O)cc1	1	i	6	11%	3%	5%	9%	-12%	-8%
Cc1ccc(NC(=O)CSc2nnc([C@@H](N)Cc3c[nH]c4ccccc34)o2)c(C)c1	10	i	10	-2%	4%	11%	-2%	-1%	2%
CCCCn1c(O)c(C(C)=Nc2c(C)n(C)n(-c3ccccc3)c2=O)c(=O)[nH]c1=O	5	i	0	1%	5%	.	5%	-5%	24%
CCC(=NCCC1=CCCCC1)c1c(O)[nH]c(=O)[nH]c1=O	2	i	5	8%	22%	1%	20%	-5%	-7%
CC(=NCC1CCCO1)c1c(O)n(-c2ccccc2)c(=O)[nH]c1=O (stereo not drawn)	12	i	4	-14%	-16%	.	4%	-5%	3%
CCOc1ccc(-n2c(O)c(C=Nc3ccc(N4CCOCC4)cc3)c(=O)[nH]c2=O)cc1	1	i	0	7%	4%	13%	4%	-2%	-4%
CC(=O)N1CCN(c2ccc(N=Cc3c(O)n(-c4ccc(Cl)cc4)c(=O)[nH]c3=O)cc2)CC1	9	i	5	-2%	-10%	.	1%	-6%	-10%
CCN(CC)c1ccc(N=Cc2c(O)n(-c3cc(OC)ccc3OC)c(=O)[nH]c2=O)cc1	4	i	4	34%	23%	-4%	9%	-1%	-3%
CC(=Nc1ccc2c(c1)CCC2)c1c(O)n(C2CCCCC2)c(=O)[nH]c1=O	9	i	13	2%	2%	.	5%	-17%	-18%
Cc1cc(OCc2nn[nH]n2)c2c3c(c(=O)oc2c1)CCC3	13	.	5	.	.	.	15%	-1%	-8%
